# Source: PubChem
# LEDGF integ inh = blocks HIV-1 LEDGF/p75-dependent DNA integration; TR-FRET IN-LEDGF/p75 DNA integration, Eu/Cy5; inhibition, % at 3.7 µM; actives 0.64% (n = 370,000);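 active = inhibition above the screen-wide mean plus 3 SD, cut at about 13% in these data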;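 note: signal is the Cy5 over europium emission ratio at 671 and 618 nm; 0% = plate median of compound wells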
# KLK7 zymogen act = proKLK7 (human) activation, primary screen; P49862; purified proKLK7, EDANS-DABCYL substrate fluorescence; 100% is mature enzyme control, 0% vehicle; activation, % at 7 µM; actives 0.9% (n = 370,000);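 active = activation above the mean of all tested compounds plus 3 SD, computed per campaign excluding outliers beyond control limits, cut at about 13% in these data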
# Target sequence (P49862 whole entry, looked up): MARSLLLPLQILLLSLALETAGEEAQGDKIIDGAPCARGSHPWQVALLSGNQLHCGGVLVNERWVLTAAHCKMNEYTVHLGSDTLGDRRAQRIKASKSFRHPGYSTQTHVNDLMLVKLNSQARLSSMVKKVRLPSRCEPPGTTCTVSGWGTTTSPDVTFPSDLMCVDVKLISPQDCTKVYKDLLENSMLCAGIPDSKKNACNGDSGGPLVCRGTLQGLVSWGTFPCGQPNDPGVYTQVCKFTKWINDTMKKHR
# DDE Tn7 FP inh = inhibitors of Tn7 peptide binding to human fibrin DD(E). P02675. FP displacement of FITC-Tn7 peptide from fibrin DD(E); 0% = median of compound wells per plate. inhibition, % at 8.3 µM. actives 0.13% (n = 370,000). AID 720508;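 active = inhibition above the mean of compounds falling within the control limits plus 3 SD of them, cut at about 14% in these data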;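 note: 0% = plate median of compound wells and 100% = 10 µM Aha-Tn7 peptide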
#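 Measure: % inhibition scaled between sample-field median and high-control FP; Test system: human fibrin DD(E); Quantity: 2 µM final DD(E) protein; Doses: one dose, 8.3 µM nominal; Schedule: compound with protein 10 min, then 3 h after probe, room temperature; Detection: fluorescence polarization; Medium: Tris buffer with calcium and detergent, pH 7.8.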
# PRMT1 inh = blocks human protein arginine methyltransferase 1. actives 1.3% (n = 370,000). inhibition, % at 2.79 µM. AID 652257. recombinant PRMT1, activity-based probe fluorescence polarization;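 active = inhibition above about 21% made by adding two undisclosed values, limit read from the data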
# SIAE primary = blocks human sialic acid acetylesterase; inhibition, % at 9.66 µM; SIAE FP-Rh probe binding, fluorescence polarization; AID 1053197; Q9HAT2; actives 0.69% (n = 370,000);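 active = inhibition above a cutoff: mean of compounds within the control limits plus 3 SD of those, cut at about 17% in these data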;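 note: 0% = plate median of compound wells and 100% = probe without SIAE protein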
# TDP2 inh = TDP2 (human) inhibition, absorbance primary screen; actives 0.34% (n = 370,000); AID 720702; recombinant TDP2, T5PNP hydrolysis, p-nitrophenol absorbance 415 nm; inhibition, % at 12.8 µM;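 active = inhibition above the mean of all tested compounds plus 3 SD, set per campaign, cut at about 25% in these data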;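 note: 0% = DMSO with enzyme and 100% = buffer with substrate but no TDP2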
#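 test system = human TDP2 enzyme | input = TDP2 enzyme at 120 nM final | medium = 50 mM Tris-HCl pH 7.5 with Mg2+, KCl, DTT, BSA | also added = T5PNP substrate, 5 mM | times = 2 h at 37 °C | technique = epi absorbance | benchmarks = high control without enzyme, low control DMSO plus TDP2 | replication = each compound tested once, singlicate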
# MBD2 DNA inh = MBD2-methylated oligo binding inhibition; Q9UBB5; TR-FRET, MBD2 binding to methylated oligonucleotide; inhibition, % at 4.4 µM; actives 0.31% (n = 370,000); AID 686964; in the data active = inhibition above about 13%
# Tn6 DDE FP = DD(E)-Tn6 binding inhibition, primary FP screen; P02675; Fibrin DD(E) TRITC-Tn6 fluorescence polarization displacement; inhibition, % at 8.3 µM; actives 0.21% (n = 370,000);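 active = inhibition above a per-campaign cutoff: mean of compounds within control limits plus 3 SD, cut at about 15% in these data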;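 note: 0% = median of all compound wells on the plate and 100% = blocking peptide control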
# UHRF1 MBD2 ctr = blocks human UHRF1 binding to methylated DNA | actives 0.75% (n = 370,000) | Q96T88 | inhibition, % at 4.4 µM | AID 687016 | UHRF1 binding to methylated oligo, TR-FRET; in the data active = inhibition above about 21%;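 note: UHRF1 SRA domain binding a hemimethylated CpG hairpin DNA probe; 0% = median of test compound wells and 100% = reference inhibitor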
# Target sequence (Q96T88 whole entry, looked up, the tested form may be a part): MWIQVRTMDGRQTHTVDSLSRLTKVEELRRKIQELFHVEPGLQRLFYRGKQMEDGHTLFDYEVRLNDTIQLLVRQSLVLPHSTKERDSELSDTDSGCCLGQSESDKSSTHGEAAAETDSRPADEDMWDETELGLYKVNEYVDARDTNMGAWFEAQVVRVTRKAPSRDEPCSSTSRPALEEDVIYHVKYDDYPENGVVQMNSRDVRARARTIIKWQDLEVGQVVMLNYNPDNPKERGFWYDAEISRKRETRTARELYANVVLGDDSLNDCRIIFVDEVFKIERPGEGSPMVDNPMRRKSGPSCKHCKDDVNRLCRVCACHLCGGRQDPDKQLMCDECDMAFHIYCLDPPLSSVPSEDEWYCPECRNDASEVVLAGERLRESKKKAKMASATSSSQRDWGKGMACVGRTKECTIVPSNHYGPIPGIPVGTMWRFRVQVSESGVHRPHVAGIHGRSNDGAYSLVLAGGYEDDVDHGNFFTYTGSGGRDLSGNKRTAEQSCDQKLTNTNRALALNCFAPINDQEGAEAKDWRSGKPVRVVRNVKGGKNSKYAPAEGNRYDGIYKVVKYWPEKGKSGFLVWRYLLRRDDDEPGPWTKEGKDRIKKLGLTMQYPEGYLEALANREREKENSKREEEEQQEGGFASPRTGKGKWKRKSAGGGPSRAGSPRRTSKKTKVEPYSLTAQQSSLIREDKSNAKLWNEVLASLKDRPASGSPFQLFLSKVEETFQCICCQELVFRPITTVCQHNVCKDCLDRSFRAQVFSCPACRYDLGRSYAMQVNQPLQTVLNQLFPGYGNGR
# TCR-CD3 inh = inhibitors of human TCR-CD3 interaction; AID 651800; inhibition, % at 9.4 µM; TAMRA-labeled TCR probe fluorescence, biochemical; actives 0.37% (n = 360,000); in the data active = inhibition above about 19%;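 note: recombinant mutant TCR 2C K166C tagged with TAMRA read by polarization; 0% = receptor in buffer alone and 100% = receptor with positive control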
# Numbers without * were called inactive; . = no result given.
SMILES,LEDGF integ inh,KLK7 zymogen act,DDE Tn7 FP inh,PRMT1 inh,SIAE primary,TDP2 inh,MBD2 DNA inh,Tn6 DDE FP,UHRF1 MBD2 ctr,TCR-CD3 inh
COc1cccc(CN(C)C[C@@H]2OCc3cnnn3CCCC(=O)N([C@H](C)CO)C[C@H]2C)c1,-9,-0.3,8,-9,-2,4,-6,2,-1,6
COc1ccc(-c2nnc(CSc3nc4ccccc4c(=O)n3CC(C)C)o2)cc1OC,1,-0.2,5,3,-11,3,-4,-3,11,1
Cc1ccc(-c2cc(-c3nnc(SCC(=O)Nc4ccc(OCc5ccccc5)cc4)n3N)[nH]n2)cc1,-1,0.3,2,1,-5,3,1,3,-1,.
COc1ccc(C)cc1NC(=O)CN1C(=O)C2CC=CCC2C1=O (configuration not stated),-2,0.2,2,2,0,-4,3,3,3,-2
CC(=O)NC(CCS(C)(=O)=O)C(=O)Nc1c(F)cccc1F (configuration not stated),0,0.3,-1,-4,0,-5,1,-1,5,2
Cc1sc2ncn(CC(=O)OCC(=O)NC(C)(C)C)c(=O)c2c1C,0,-0.3,-1,-1,-5,-3,6,2,-1,8
COc1ccc(CNC(=O)c2ccc(-c3cnn(C)c3)c3ccoc23)cc1OC,2,0.5,-10,-3,-5,-18,0,-3,1,-4
NC(=O)C1CCCN(C(=O)NC2CCCCC2)C1 (configuration not stated),1,0.7,-9,1,-5,6,0,-5,6,3
COc1cccc(OC)c1OC(=O)c1cnccn1,0,0.5,-2,-2,6,10,-4,-1,-1,4
Cc1ccc(N2C(=O)CSC2c2ccccn2)cc1Cl (configuration not stated),2,-0.6,1,-1,1,6,-5,-6,1,-4
COc1ccc(CNc2nc3c(c(=O)n(Cc4ccc(Br)cc4)c(=O)n3C)n2C)cc1,0,0.1,9,-3,6,-4,-2,-3,0,3
Cc1ccc(-c2cc(C(=O)N3CCN(c4ccc(F)cc4)CC3)c3ccccc3n2)o1,-2,-22,-1,7,-2,-3,-2,-7,0,1
CCN(CC)S(=O)(=O)c1ccc(NC(=O)CO/N=C(\N)c2ccccc2)cc1,-5,0.1,9,-1,-6,-5,3,5,2,-4
COc1cc(O)ccc1/C=N/NC(=O)c1ccc([N+](=O)[O-])cc1,-1,-0.2,-8,2,6,-6,-2,-5,-1,2
CCCNS(=O)(=O)c1ccc(CCC(=O)N2CCCC2)cc1,0,-0.1,-4,-1,-7,1,1,-6,-2,-1
Cc1ccccc1Cn1cc(NC(=O)c2nn(C)cc2Cl)cn1,2,-0.6,2,1,-1,-5,0,-4,2,-1
Cc1ccc(CN2CCN(Cc3ccncc3)CC2CCO)o1 (configuration not stated),5,-0.1,-1,-3,-6,-20,-2,2,3,-7
O=c1oc2ccccc2c(N2CCCCC2)c1[N+](=O)[O-],-1,-0.4,2,3,-2,1,5,7,8,-1
Cc1cc(Cl)ccc1OCC(=O)NNC(=O)C1CCN(c2ncnc3sc(C)c(C)c23)CC1,3,0.1,-6,-1,-12,6,-1,-3,-2,2
Cc1sc2ncn(CC(=O)NCc3ccccc3)c(=O)c2c1C,-1,0.0,1,-3,1,-6,4,-3,0,3
COc1ccc(-c2cc3c(=O)n(CC(=O)Nc4cccc(Cl)c4)nc(C)n3n2)cc1,-1,0.3,-4,0,-2,-8,0,3,2,-6
O=C(CSc1nc2ccccc2c(=O)n1CCCN1CCOCC1)Nc1ccc(F)c(Cl)c1,0,0.3,3,1,-11,-10,0,12,-1,2
O=S(=O)(c1ccc(OCc2nc3ccccc3s2)c(Cl)c1)N1CCOCC1,1,0.1,1,-3,4,3,-1,-2,-1,4
COc1cccc(C(=O)O/N=C(\N)c2ccc([N+](=O)[O-])cc2)c1,3,-0.2,13,-1,4,1,2,-7,0,-7
COc1ccccc1NC(=O)COC(=O)/C=C/c1ccccc1[N+](=O)[O-],-2,0.3,8,0,-1,14,-2,-6,-2,-2
# The listing continues.
SMILES,LEDGF integ inh,KLK7 zymogen act,DDE Tn7 FP inh,PRMT1 inh,SIAE primary,TDP2 inh,MBD2 DNA inh,Tn6 DDE FP,UHRF1 MBD2 ctr,TCR-CD3 inh
COc1cccc(CNC(=O)C2CCN(S(=O)(=O)c3c(C)nn(C)c3C)CC2)c1,2,-0.3,3,2,6,17,1,3,2,-2
O=C(NCc1nnc(SCC(=O)N2CCCC2)o1)c1ccccc1,-1,0.4,-5,0,4,-8,-4,0,-1,9
O=C(Nc1ccccc1)c1ccccc1NC(=O)c1ccccc1[N+](=O)[O-],-1,0.8,3,2,-5,12,3,-3,-1,-4
CSc1ccccc1NC(=O)Cc1ccccc1[N+](=O)[O-],9,-0.3,-3,-3,-1,-2,4,2,1,3
C=CCNC(=S)N1C[C@H]2CON(C)[C@H]2C[C@H]1c1ccccc1Br,1,0.5,-8,-9,-2,-4,-1,5,2,5
COc1ccc(-c2nn(-c3ccccc3)cc2/C=N/NC(=S)NC(C)C)cc1OC,-1,-2.4,2,-4,-9,-5,-1,0,-2,1
NC(=O)CSc1cn(Cc2ccc(F)cc2)c2ccccc12,5,-0.8,-7,1,1,-14,-1,5,1,-14
O=C(CCS(=O)(=O)c1cccc2nsnc12)N1CC(=O)N(CCc2ccccc2)C(=O)C1,2,-0.5,-10,-1,0,11,-9,-1,-1,8
CCOc1ccc(CN(Cc2ccco2)C(c2cccs2)c2nnnn2C(C)(C)C)cc1 (configuration not stated),-4,-0.6,2,3,-3,-2,5,-3,3,-2
O=C(COC(=O)c1ccc(Cl)c(S(=O)(=O)N2CCCCC2)c1)NC1CCCCC1,2,0.2,-7,-1,-10,6,2,4,6,-2
Cc1cccn2cc(CCNC(=O)c3cccs3)nc12,0,0.0,6,-2,7,3,-1,4,-1,0
N#CC1=C(N)N2C(=C(C#N)C1c1cccc(Br)c1)Nc1ccccc12 (configuration not stated),1,0.3,-13,0,0,-7,3,3,0,-5
O=c1c2[nH]c3ccccc3c2ncn1Cc1ccncc1,-4,0.2,1,2,-2,-6,0,-5,7,-1
O=C(c1ccco1)N1CCN(Cc2cccc([N+](=O)[O-])c2)CC1,1,0.2,6,1,-4,3,4,-3,0,0
Cc1ccc(N(CC(=O)NC2CCCC2)C(=O)CCC(=O)Nc2nccs2)cc1C,1,-0.1,-5,-1,18*,12,1,2,-2,6
CC(=O)Nc1nnc(SCC(=O)c2ccc(F)cc2)s1,2,-0.2,2,-5,-8,2,2,10,-4,4
CC(=O)/C(=N\Nc1ccccc1)Oc1ccc(Br)cc1,-4,0.5,2,3,-1,4,4,1,-1,-1
CC(C)CCN1CCC(CN2CCNC(=O)C2=O)CC1,3,0.7,-8,-3,-2,-10,-5,-3,3,7
Cc1ccc(OS(=O)(=O)c2ccccc2)c(/C=N/N=C2\NC(=O)C(C)S2)c1 (configuration not stated),-3,-0.2,-1,-2,3,4,0,3,-2,6
CCNC(=O)C1(C)CCN(C(=O)c2ccc3c(c2)OCO3)C1 (configuration not stated),5,0.3,-3,-3,0,-11,2,3,4,-3
CCc1cc(C(=O)N/N=C/c2ccc(OC)cc2)c2ccccc2n1,3,0.9,-1,0,-1,12,-1,-9,-1,-5
Cc1cc(C)n(CCC(=O)N2CCCC(N3CCN(c4cccc(Cl)c4)CC3)C2)n1 (configuration not stated),-6,-0.3,-4,2,2,10,-1,-9,-1,5
Cc1cccc(Nc2nnc(SCC(=O)c3c(N)n(C4CC4)c(=O)[nH]c3=O)s2)c1C,2,0.4,0,7,-3,-10,7,0,2,-5
CCN(CC)c1ccc2cc(S(=O)(=O)c3ccc(Cl)cc3)c(=O)oc2c1,0,-1.3,-8,1,-10,1,-2,11,0,1
CCOc1ccc(OCC)c(NC(=O)C(NS(=O)(=O)c2ccc3c(c2)oc(=O)n3C)C(C)C)c1 (configuration not stated),7,-9.3,-3,0,-2,-32,2,0,6,-2

# Printed as active in SIAE primary, of those listed so far:
SMILES,LEDGF integ inh,KLK7 zymogen act,DDE Tn7 FP inh,PRMT1 inh,SIAE primary,TDP2 inh,MBD2 DNA inh,Tn6 DDE FP,UHRF1 MBD2 ctr,TCR-CD3 inh
Cc1ccc(N(CC(=O)NC2CCCC2)C(=O)CCC(=O)Nc2nccs2)cc1C,1,-0.1,-5,-1,18*,12,1,2,-2,6

# Copied from the list.
# O=C(c1ccco1)N1CCN(Cc2cccc([N+](=O)[O-])c2)CC1 – DDE Tn7 FP inh: 6
# CCNC(=O)C1(C)CCN(C(=O)c2ccc3c(c2)OCO3)C1 (configuration not stated) – KLK7 zymogen act: 0.3

# (next part)
SMILES,LEDGF integ inh,KLK7 zymogen act,DDE Tn7 FP inh,PRMT1 inh,SIAE primary,TDP2 inh,MBD2 DNA inh,Tn6 DDE FP,UHRF1 MBD2 ctr,TCR-CD3 inh
Cc1ccc(S(=O)(=O)NCc2ccc(C(=O)NCCN(Cc3ccccc3)C(C)C)cc2)cc1,0,0.5,4,-1,-1,9,-8,0,-1,4
COc1cc(OC)cc(C(=O)Nc2ccc(S(=O)(=O)Nc3ncccn3)cc2)c1,1,-0.4,6,5,-12,-9,8,-8,2,0
CCCCCCSc1ccc([C@H]2N[C@@](CC(C)C)(C(=O)OC)[C@H]3C(=O)N(C)C(=O)[C@@H]23)cc1OC,1,-0.7,-11,0,-2,3,3,3,13,2
O=[N+]([O-])c1cccc(-n2nnnc2CN2CCCCCC2)c1,-1,0.4,-1,-3,1,-4,3,4,0,-4
CC(Oc1ccc(NC(=O)c2ccco2)cc1)C(=O)N1c2ccccc2CC1C (configuration not stated),3,-0.2,1,3,5,0,4,-3,4,-7
CCOc1ccc(N2CC(C(=O)Nc3cccnc3)CC2=O)cc1 (configuration not stated),-1,-0.2,4,3,-6,7,2,2,1,-3
CCNC(=O)NC(=O)C(C)OC(=O)c1cccnc1SC (configuration not stated),3,-0.7,1,1,-1,-2,3,4,1,5
N#CCCN(C(=O)COC(=O)Cc1ccc(Br)cc1)c1ccccc1,-2,0.0,-1,4,3,7,-4,-2,-1,-11
Cc1ccc(C)c(NC(=O)Cc2nc(CCl)cs2)c1,1,0.0,-12,3,-2,3,0,-3,0,0
Cc1cn([C@H]2C[C@H](O)[C@@H](CNCc3cc(Br)ccc3OCc3ccccc3)O2)c(=O)[nH]c1=O,2,-0.1,-8,-2,-3,3,1,0,1,-3
CC(C)(C)OC(=O)NCCc1nnc(SCC(=O)Nc2cccc(Cl)c2)o1,1,0.0,1,-1,10,-4,6,4,0,-4
COc1ccccc1-n1cc2c([N+](=O)[O-])cc([N+](=O)[O-])cc2n1,3,0.6,-1,-5,0,14,-2,-1,-2,3
O=C(Nc1cc(Cl)ccc1Cl)C1CC(=O)N(c2ccccc2)C1 (configuration not stated),-5,0.1,-3,-3,9,15,0,-7,-1,5
CCCNC(=O)Cn1c2ccccc2c2nc(=O)cc(C)n21,3,0.1,-3,-3,-3,-15,2,3,5,2
COc1cc2c(-c3ccccc3O)nc3c(c(C)nn3-c3ccccc3)c2cc1OC,0,-1.8,0,-2,0,5,6,-1,1,-2
